High-throughput results: PubChem, National Center for Advancing Translational Sciences (NCATS)
Apoferritin bind – qHTS Assay for Identification of Novel General Anesthetics. Potency, µM (top dose mostly 77.5 µM), for the others: top-dose activity change, negative = displacement, most hits filed as inhibitors. apoferritin/1-aminoanthracene competitive binding, fluorescence. actives 0.074% (n = 350,000). AID 485281, 2010; note: potency is the fitted concentration of half-maximal effect; % is set by controls: 0 for no effect and ±100 for the full control effect; nearly all actives have a fitted effect of over 20% in size
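Apoferritin-based anesthetic binding model; compound displacement of fluorescent 1-AMA measured as endpoint fluorescence after 10 minutes at room temperature, scaled to free-ligand and complex controls.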
PGK inhibitor – qHTS Assay to Find Inhibitors of Phosphoglycerate Kinase; PGK/GAPDH coupled, Kinase-Glo luminescence, 60 min; Phosphoglycerate kinase, glycosomal (Trypanosoma brucei brucei), P07378; actives 0.043% (n = 380,000); AID 602233, 2012; Potency, µM (top dose mostly 57.5 µM), inactives show top-dose activity change, negative = inhibition, actives largely listed as inhibitors; note: potency is the fitted concentration of half-maximal effect; % is set by controls: 0 for no effect and ±100 for the full control effect; nearly all actives have a fitted effect of over 60% in size
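Recombinant glycosomal PGK reaction used 1,3-bisphosphoglycerate generated in-well by GAPDH (100nM final) in 100mM TEA pH 7.6, 5mM MgCl2, 0.01% Tween-20. After 60 minutes at room temperature, ATP was read by Kinase-Glo Plus luminescence end-point.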
APEX1 inh – qHTS Assay for Inhibitors of the Human Apurinic/apyrimidinic Endonuclease 1 (APE1) | DNA repair nuclease/redox regulator APEX1 (Homo sapiens), P27695 | recombinant APE1, TAMRA/BHQ-2 abasic DNA cleavage fluorescence | Potency, µM (highest dose often 65.8 µM), without a hit: at the highest dose activity change, negative = inhibition, most hits filed as inhibitors | actives 0.35% (n = 350,000);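 note: potency is the fitted concentration of half-maximal effect; plate controls were vehicle for no effect and reference inhibitor for full effect; nearly all actives have a fitted effect of over 55% in size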
Target sequence (P27695 whole entry, looked up): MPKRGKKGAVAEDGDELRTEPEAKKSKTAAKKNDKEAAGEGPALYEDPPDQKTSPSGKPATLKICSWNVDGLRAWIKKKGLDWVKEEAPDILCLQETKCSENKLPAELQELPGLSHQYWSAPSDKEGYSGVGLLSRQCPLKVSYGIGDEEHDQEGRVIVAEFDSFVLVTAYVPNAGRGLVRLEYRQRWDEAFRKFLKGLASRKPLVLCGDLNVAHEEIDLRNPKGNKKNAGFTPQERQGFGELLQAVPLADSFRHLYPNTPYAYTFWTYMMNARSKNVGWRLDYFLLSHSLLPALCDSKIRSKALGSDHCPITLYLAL
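APE1 at 0.75 nM preincubated 15 min at room temperature with compound. Reaction then started with 50 nM double-stranded THF-abasic substrate labelled with TAMRA/BHQ-2, and 525/598 nm fluorescence read kinetically. Activity taken as third-minus-first read difference, normalized to DMSO and NSC13755 controls.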
RXFP1 antag – qHTS Assay for Antagonists of the Relaxin Receptor RXFP1. actives 0.59% (n = 350,000). HEK293-RXFP1, relaxin-stimulated cAMP HTRF, 30 min; hits give low values. AID 1259400, 2018. activity change, negative = inhibition, % at 57.5 µM;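 active = activity change of -60% or lower, but not beyond a set lower limit; inconclusive = change between -60% and -40%, or beyond the set limit; inactive = change above -40%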; note: % is set by controls: 0 for no effect and ±100 for the full control effect
BLM inh – qHTS Assay for Inhibitors of Bloom's syndrome helicase (BLM) | Potency, µM (top dose mostly 56.1 µM), without a hit: top-dose activity change, negative = inhibition, most hits filed as inhibitors | RecQ-like DNA helicase BLM (Homo sapiens), P54132 | AID 2528, 2010 | actives 0.2% (n = 350,000) | recombinant BLM DNA unwinding, fluorescence dequenching;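 note: potency is the fitted concentration of half-maximal effect; plate controls were vehicle for no effect and no enzyme for full effect; nearly all actives have a fitted effect of over 35% in size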
POLB inh – qHTS Assay for Inhibitors of DNA Polymerase Beta. P06746. Pol beta primer extension/strand displacement, fluorescence kinetic. Potency, µM (highest dose often 114 µM), inactives show at the top dose activity change, negative = inhibition, hits mostly inhibitors. actives 1.3% (n = 340,000). AID 485314, 2010; note: potency is the fitted concentration of half-maximal effect; % is set by controls: 0 for no effect and ±100 for the full control effect
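Reaction started by 50 nM substrate onto compound-treated Pol beta (10 nM, 15 min preincubation, room temperature); plates read at 0 min and 10 min. Normalized concentration-effect data fitted by four-parameter Hill equation.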
POLK inh – qHTS for Inhibitors of Polymerase Kappa; purified Pol kappa, fluorescent DNA synthesis assay, 10 min; Potency, µM (series often up to 107 µM), for inactives: top-dose activity, negative = inhibition, most hits filed as inhibitors; actives 0.53% (n = 400,000); note: potency is the fitted concentration of half-maximal effect; % is set by controls: 0 for no effect and ±100 for the full control effect
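50 nM final substrate added after 15 min RT preincubation of 10 nM Pol kappa with compound; fluorescence read at 0 and 10 min.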
POLH inh – qHTS for Inhibitors of Polymerase Eta; DNA polymerase eta (Homo sapiens), Q9Y253; recombinant Pol eta, fluorescent DNA replication assay; AID 588591, 2011; actives 1.2% (n = 390,000); Potency, µM (series often up to 114 µM), for inactives: at the top dose activity change, negative = inhibition, most hits filed as inhibitors; note: potency is the fitted concentration of half-maximal effect; % is set by controls: 0 for no effect and ±100 for the full control effect
Target sequence (Q9Y253 whole entry, looked up): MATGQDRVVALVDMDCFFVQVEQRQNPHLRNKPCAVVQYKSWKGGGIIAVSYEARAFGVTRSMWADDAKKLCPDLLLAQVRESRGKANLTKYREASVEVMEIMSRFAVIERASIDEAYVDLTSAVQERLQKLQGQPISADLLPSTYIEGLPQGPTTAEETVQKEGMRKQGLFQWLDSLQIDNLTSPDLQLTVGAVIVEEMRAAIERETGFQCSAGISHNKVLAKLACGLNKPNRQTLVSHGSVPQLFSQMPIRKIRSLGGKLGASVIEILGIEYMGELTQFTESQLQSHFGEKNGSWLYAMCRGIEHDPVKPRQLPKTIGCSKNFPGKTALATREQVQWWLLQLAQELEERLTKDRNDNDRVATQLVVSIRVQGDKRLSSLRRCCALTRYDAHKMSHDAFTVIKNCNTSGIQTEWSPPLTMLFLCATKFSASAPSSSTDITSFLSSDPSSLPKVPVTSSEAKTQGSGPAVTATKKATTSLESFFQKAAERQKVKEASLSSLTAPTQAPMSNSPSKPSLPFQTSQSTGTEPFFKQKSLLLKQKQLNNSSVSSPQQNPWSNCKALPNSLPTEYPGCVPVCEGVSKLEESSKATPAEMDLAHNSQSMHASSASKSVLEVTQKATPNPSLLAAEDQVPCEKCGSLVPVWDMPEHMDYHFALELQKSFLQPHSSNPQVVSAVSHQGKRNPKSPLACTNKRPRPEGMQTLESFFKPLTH
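Pol eta at 10 nM preincubated with compounds 15 min at room temperature; reaction started with fluorescent substrate (50 nM final) and read kinetically at 0 and 10 min.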
Pol iota inh – qHTS for Inhibitors of Polymerase Iota; Pol iota fluorescent replication assay, 10 min; actives 1% (n = 390,000); AID 588590, 2011; Potency, µM (doses to about 115 µM), for inactives: at the top dose activity, negative = inhibition, most hits filed as inhibitors; DNA polymerase iota (Homo sapiens), Q9UNA4; note: potency is the fitted concentration of half-maximal effect
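Fluorescent replication assay read twice, at 0 min and 10 min after adding 50 nM (final) substrate. Enzyme (10 nM) and compounds were first incubated 15 min at room temperature; enzyme-free buffer wells were negative controls.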
Active calls of the source: *; i = inactive; ? = inconclusive; . = no result given; [ ] = another dose, or the depositor's remark. Unless noted, calls come from the whole dose curve; as a rule, active = well fitted curve in the direction sought with a large enough effect; inconclusive = small, poorly fitted or top-dose-only effect, or another doubt; inactive = no such curve, though single readings can be large; an effect the other way counts as inactive or inconclusive. An excerpt; the hit share may differ from the screen's.

SMILES	Apoferritin bind	PGK inhibitor	APEX1 inh	RXFP1 antag	BLM inh	POLB inh	POLK inh	POLH inh	Pol iota inh
CN(C)c1ccc(NC(=O)c2cccc(C(=O)Nc3ccc(N(C)C)cc3)n2)cc1	-8%	-7%	-10%	-7	-16%	2%	-15%	-12%	50%[activator]
CN1CCN(CC(=O)Nc2c(C#N)cnn2-c2ccccc2)CC1	1%	-7%	?	9	0%	-1%	-8%	-22%	34%[activator]
N/C(=N\N=C\c1ccc(O)cc1)c1nonc1N	-14%	-20%	19%	4	-1%	3%	-5%	-17%	27%
Cc1ccccc1OCC(=O)NCCNC(=O)c1ccncc1	10%	-12%	-12%	8	-3%	22%	0%	-13%	-11%
COc1cc(CN2CCC(n3nccc3NC(=O)C3CCOC3)CC2)ccc1F (stereo not given)	-7%	-1%	48%	3	-3%	15%	-4%	1%	24%
O=C(N/N=C/c1c[nH]c2ccccc12)c1ccccc1Cl	-2%	-5%	35%[activator]	-7	-2%	3%	-11%	-17%	120%[activator]
O=C(Cn1c(=O)c2cccn2c2cccnc21)NCc1ccccc1F	-5%	-7%	.	6	-1%	13%	-2%	-3%	1%
COc1ccc(C(=O)O/N=C(\N)c2ccccc2)cc1OC	-3%	-8%	16%	-29	0%	0%	-37%	-12%	260%[activator]
COc1ccc(-c2[nH]ncc2CN2CCCO2)cc1F	-7%	-2%	10%	8	1%	61%	3%	-11%	34%[activator]
Cn1c(O)c(N=NC(=O)c2cccc(S(=O)(=O)N3CCCCC3)c2)c2ccccc21	-8%	-6%	6%	15	-16%	32%	-4%	-16%	21%
C[C@H](NC(=O)[C@@H]1CSC2c3ccccc3C(=O)N21)C(=O)NCCc1ccccc1 (stereo not given in full)	-1%	-11%	18%	9	-2%	19%	-6%	-15%	71%[activator]
O=C(Cc1cccc(C(F)(F)F)c1)NCc1cccc(Cl)c1	?	i	4%	10	-4%	-2%	-10%	-25%	16%
CC(=O)c1ccc(N(CC(=O)NCC2CCCO2)C(=O)CCC(=O)Nc2cc(C)on2)cc1 (stereo not given)	10%	0%	-3%	12	-2%	7%	-12%	0%	70%[activator]
NC(=O)N/N=C/c1cn(CC(=O)Nc2ccc(F)cc2)c2ccccc12	7%	3%	2%	-8	-1%	25%	-5%	-6%	53%[activator]
CC(=O)n1cc([C@H]2C=C(C(=O)N3CCOCC3)O[C@@H](OCCCCO)C2)c2ccccc21	.	i	.	.	.	.	-7%	-12%	20%
COc1ccc(NC(=S)Nc2ccc(Oc3ccccc3)cc2)cc1	?	2%	13%	-15	3%	11%	-13%	-12%	5%
CCN(CC)CCCNC(=S)N(Cc1cccnc1)Cc1cc2cc(C)cc(C)c2[nH]c1=O	?	-9%	3%	2	-6%	?	-1%	3%	9%
Cc1cc(C)n2nc(-c3ccc(Cl)cc3)cc2n1	-11%	.	2%	2	1%	7%	2%	1%	11%
CC(=O)Nc1ccc(C(=O)OCCc2ccccc2)cc1	-9%	-6%	5%	4	-2%	-13%	-2%	-1%	16%
O=C(Cn1cnc2ccccc2c1=O)c1ccc(Cl)cc1	-10%	-4%	-2%	-6	-1%	16%	3%	-17%	23%
Cc1cccc(C2C3=C(Nc4[nH]n(-c5ccccc5)c(=O)c42)c2ccccc2C3=O)c1 (stereo not given)	-3%	-11%	-7%	-5	-25%	?	?	13µM*	?
NC(=O)c1ccsc1NC(=O)COC(=O)Cc1n[nH]c(=O)c2ccccc12	.	-9%	-10%	-18	.	.	-14%	?	?
CC(C)(C)OC(=O)N[C@@H](Cc1ccccc1)c1nnc(S(=O)(=O)Cc2cccc(F)c2)o1	?	-5%	-5%	-119*	-7%	20%	-5%	-11%	9%
Cc1n[nH]c2c([N+](=O)[O-])c(=O)[nH]c(=O)n12	.	2%	.	0	.	.	-2%	-8%	-1%
COc1ccc(OCc2nnc(SCC(=O)NCc3ccco3)o2)cc1	-13%	4%	-1%	-15	-3%	10%	0%	-10%	8%
C=CCNC(=O)c1ccc(NC(=O)CC2SC(N3CCCC3)=NC2=O)cc1 (stereo not given)	.	i	-1%	-1	.	.	-2%	-6%	9%
CC(C)CNc1nc(Oc2ccc(=O)n(-c3ccccc3)n2)nc(N2CCOCC2)n1	-13%	2%	-2%	-8	0%	37%	5%	-9%	16%
CC1(C)Cc2c(cnn2-c2cccc(F)c2)C(NC(=O)CCN2CCCC2=O)C1 (stereo not given)	-5%	0%	7%	4	-5%	30%	-21%	-8%	22%
CC(C)C(NC(=O)c1c(F)cccc1F)C(=O)N1CCN(S(=O)(=O)/C=C/c2ccccc2)CC1 (stereo not given)	.	-3%	2%	-3	.	.	4%	-19%	26%
Cc1ccc(-c2nc(CS(=O)CC(=O)NCCC(C)C)c(C)o2)cc1 (stereo not given)	?	1%	2%	-2	-5%	22%	-17%	-14%	6%
Cn1cc(-c2nnnn2-c2ccc(Cl)cc2)c(=O)c2ccccc21	-14%	-1%	-1%	-8	-3%	-2%	2%	6%	7%
O=C(Cn1ncc2c3ccccc3n(Cc3cccc(Cl)c3)c2c1=O)NCC1CCCO1 (stereo not given)	-7%	-2%	72%[activator]	-6	-4%	?	-16%	-4%	7%
C[C@H](CO)N1C[C@H](C)[C@@H](CN(C)CC2CCCCC2)Oc2c(NC(=O)CCC(F)(F)F)cccc2C1=O	.	2%	-45%	.	.	.	-12%	-10%	5%
Cc1occc1C(=O)N/N=C/C1=C(N2CCOCC2)C(=C\c2ccc(Cl)cc2)/CC1	3%	-6%	-4%	-5	2%	21%	-2%[60.1 µM]	-5%	?
Cc1ccc2nc(NC3=NC(CC(=O)O)C(=O)N3)nc(C)c2c1 (stereo not given)	2%	.	12%	.	2%	12%	.	.	.
Cc1c(C(=O)N2CCN(c3ccc([N+](=O)[O-])cc3)CC2)sc2ncn(CC(=O)N3CCOCC3)c(=O)c12	-13%	-5%	60%[activator]	-21	-2%	8%	7%	-13%	0%
CCOC(=O)[C@H](O)[C@@H](O)c1cccc([C@H](O)[C@@H](O)C(=O)OCC)c1	-7%	-1%	10%	.	0%	29%	-9%	-5%	-8%
CC(C)(C)NC(=O)c1cc(NC(=O)c2cccs2)cc(NC(=O)c2cccs2)c1	-3%	-1%	29%	-12	-1%	44%	1%	14%	27%
Cc1ccc(C23CC4CC(CC(NC(=O)N5CCN(C)CC5)(C4)C2)C3)cc1	-14%	-2%	-7%	-20	0%	-4%	-8%	-22%	21%
O=C(CNc1cccc([N+](=O)[O-])c1)NCCCc1ccccc1	3%	3%	9%	-2	-4%	25%	-11%	3%	?
C[C@@H]1COC(=O)[C@@H](CC(=O)OC(C)(C)C)C/C=C\C[C@@H](CC(=O)N[C@H](CO)Cc2ccccc2)C(=O)N1	.	1%	9%	.	.	.	2%	-23%	24%
OCCNCCSc1ccc(Cl)cc1	-4%	i	2%	-11	3%	20%	5%	-17%	18%
CCC(=O)Nc1ccc(Br)c(Cl)c1	3%	-6%	-3%	-11	-6%	12%	-7%	-1%	9%
Cc1ccc(SCC(=O)NC2CC2)cc1	-8%	-6%	1%	1	-1%	34%	3%	-1%	35%
COc1cccc(CNC(=O)CCC2CCCN(C(=O)c3ccc(C)nc3)C2)c1 (stereo not given)	-2%	0%	3%	-8	-7%	8%	10%	-16%	34%[activator]
CC(C)OCC(O)CN1CCNCC1 (stereo not given)	-9%	-2%	-1%	9	1%	2%	-1%	7%	?
CCCCN(CC)C(=O)Cc1cn(C)c2ccccc12	?	-5%	0%	-7	-1%	8%	-2%	-15%	-1%
O=C(CCn1c(=S)oc2ccccc21)N1CCN(c2ccc(F)cc2)CC1	5%	-5%	-2%	1	-1%	-1%	-7%	-20%	22%
Cc1ccc2cc(C#N)c(NCCNC(=S)NCCCN(C)C)nc2c1C	6%	8%	-6%	-37	9%	-2%	-11%	-8%	-11%
O=C1S/C(=C\c2ccc(Cl)cc2)C(=O)N1CCn1cnnn1	-13%	-4%	17%	6	0%	-2%	11%	-8%	-1%

Reprinted from the part before: 3 entries, followed by the next part.
SMILES	Apoferritin bind	PGK inhibitor	APEX1 inh	RXFP1 antag	BLM inh	POLB inh	POLK inh	POLH inh	Pol iota inh
O=C(CCn1c(=S)oc2ccccc21)N1CCN(c2ccc(F)cc2)CC1	5%	-5%	-2%	1	-1%	-1%	-7%	-20%	22%
Cc1ccc2cc(C#N)c(NCCNC(=S)NCCCN(C)C)nc2c1C	6%	8%	-6%	-37	9%	-2%	-11%	-8%	-11%
O=C1S/C(=C\c2ccc(Cl)cc2)C(=O)N1CCn1cnnn1	-13%	-4%	17%	6	0%	-2%	11%	-8%	-1%
O=C(O)C1CCCN(S(=O)(=O)c2ccc3c(c2)OCCO3)C1 (stereo not given)	0%	i	0%	-19	-1%	-1%	7%	-10%	106%[activator]
COc1cc(Cl)c(C)cc1Nc1nc2ccccc2nc1NS(=O)(=O)c1ccccc1	41%[activator]	0%	.	.	-6%	?	-3%	?	52%[activator]
COc1ccc2nc(/C(C#N)=C\c3ccc(Oc4ccc([N+](=O)[O-])cn4)cc3)[nH]c2c1	-1%	-3%	-8%	.	-12%	-11%	-5%	?	57%[activator]
Cc1cccc(N/C=C(\[N+](=O)[O-])S(=O)(=O)c2ccccc2)c1C	-4%	i	1%	3	-1%	9%	-5%	-14%	52%
Cc1ccc(C)c(OCc2ccc(C(=O)Nc3ccc([N+](=O)[O-])cn3)o2)c1	.	-7%	2%	-12	.	.	0%	-6%	11%
